Source: PubChem
M1 antag: human CHRM1 antagonism; P11229; CHO-K1 hM1, Fluo-8 calcium fluorescence, ACh EC80 antagonist; inhibition, % at 3 µM; hit rate 1.3% among 360,000; AID 588852;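 active = percent inhibition above its own plate's cutoff, namely the mean of that plate's compound wells plus 3 SD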;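 also: peak over basal fluorescence ratio during 140 s after agonist addition; 0% = ACh EC80 plus DMSO and 100% = DMSO alone without agonist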
Target sequence (P11229 whole entry, looked up): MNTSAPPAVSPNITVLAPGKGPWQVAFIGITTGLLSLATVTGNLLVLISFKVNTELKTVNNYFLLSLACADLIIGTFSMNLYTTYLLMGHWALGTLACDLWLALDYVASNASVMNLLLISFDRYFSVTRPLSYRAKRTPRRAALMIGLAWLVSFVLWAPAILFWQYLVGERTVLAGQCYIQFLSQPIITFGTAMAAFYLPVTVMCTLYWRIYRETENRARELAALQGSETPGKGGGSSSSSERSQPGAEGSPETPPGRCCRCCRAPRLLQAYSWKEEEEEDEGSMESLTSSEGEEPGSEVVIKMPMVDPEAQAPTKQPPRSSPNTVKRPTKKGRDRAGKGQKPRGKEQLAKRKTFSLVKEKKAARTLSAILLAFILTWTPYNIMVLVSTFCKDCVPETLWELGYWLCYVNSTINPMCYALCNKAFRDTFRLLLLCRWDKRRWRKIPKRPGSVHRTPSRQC
M4 PAM: CHRM4 positive allosteric modulation; P08173; CHO-K1 hM4/Gqi5, Fluo-8 calcium fluorescence, ACh EC20; 0% = ACh EC20, 100% = maximal ACh; activation, % at 3 µM; hit rate 0.4% among 360,000;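 active = activation above its plate's cutoff, the mean activation of sample wells plus 3 SD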; also: some results filed as inactive read as strong as hits
Target sequence (P08173 whole entry, looked up): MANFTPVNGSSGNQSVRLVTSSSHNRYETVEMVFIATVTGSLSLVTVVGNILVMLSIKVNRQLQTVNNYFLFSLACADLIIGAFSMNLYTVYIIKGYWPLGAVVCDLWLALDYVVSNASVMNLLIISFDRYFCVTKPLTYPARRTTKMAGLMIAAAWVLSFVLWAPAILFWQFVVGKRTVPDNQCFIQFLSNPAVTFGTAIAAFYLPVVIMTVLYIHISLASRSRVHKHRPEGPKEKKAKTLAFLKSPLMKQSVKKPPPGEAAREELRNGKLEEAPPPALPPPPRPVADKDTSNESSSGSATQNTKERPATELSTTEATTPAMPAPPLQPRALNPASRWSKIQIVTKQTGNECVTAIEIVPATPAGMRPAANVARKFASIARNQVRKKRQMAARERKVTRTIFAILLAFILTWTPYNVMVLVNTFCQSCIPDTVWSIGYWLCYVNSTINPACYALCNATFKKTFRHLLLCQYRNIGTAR
CHRM5 PAM: CHRM5 positive allosteric modulation; activation, % at 3 µM; P08912; CHO-K1 hM5, Fluo-8 calcium, ACh EC20 PAM; 0% = ACh EC20, 100% = ACh EC100; hit rate 0.3% among 360,000;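 active = activation above the run cutoff, the mean activation of all test compounds plus 3 SD, cut at about 18% in these data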
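System: CHO-K1 hM5 cells. Reagent: acetylcholine, EC20 level. Compound dosing: single dose, 3 µM nominal final test concentration. Timing: Post-acetylcholine fluorescence recording 140 s. Detection: Fluo-8 calcium fluorescence. Read-out: % activation, ACh-normalized. Benchmarks: ACh EC20 and EC100 wells. Repeats: singlicate, one well per test compound.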
CRFBP-R2 agonist: CRF-BP/CRF-R2 complex agonism; HEK293 CRF-R2/CRF-BP, calcium dye fluorescence (FLIPR); percent of saturating CRF peptide response; activation, % at 13.2 µM; hit rate 0.46% among 350,000;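 active = activation of at least 50%, plus an integration ratio under a set limit after plate pattern correction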;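 also: plate controls were neutral control wells without compound for no effect and CRF at EC100 for full effect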
CHRM5 antagonist: blocks acetylcholine activation of human M5 receptor; inhibition, % at 3 µM; CHO-hM5 cells, Fluo-8 calcium fluorescence, ACh EC80; hit rate 0.59% among 360,000; P08912;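 active = inhibition above a per-plate cutoff, the mean of that plate's test compounds plus 3 SD, cut at about 27% in these data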;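 also: 0% = acetylcholine EC80 with DMSO and 100% = DMSO without agonist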
CHRM5 agonist: agonists of human muscarinic M5 receptor (CHRM5); CHO-K1 hM5 cells, Fluo-8 calcium fluorescence; 0% DMSO wells, 100% maximal acetylcholine response; P08912; activation, % at 3 µM; AID 624037; hit rate 0.19% among 360,000;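 active = activation above the run's mean over test compounds plus 3 SD, cut at about 23% in these data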;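 also: signal is peak over basal fluorescence ratio across the kinetic read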
CHRM4 antagonist: antagonists of human muscarinic M4 receptor (CHRM4). CHO-hM4 cells, ACh EC80, Fluo-8 calcium fluorescence. inhibition, % at 3 µM. hit rate 0.73% among 360,000;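 active = inhibition above its plate's cutoff, the mean inhibition of sample wells plus 3 SD, cut at about 27% in these data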;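 also: 0% = acetylcholine EC80 with DMSO and 100% = DMSO without agonist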
M1 PAM: human CHRM1 positive allosteric modulation; P11229; CHO-K1 hM1, Fluo-8 calcium fluorescence, ACh EC20; 0% = ACh EC20, 100% = maximal ACh; activation, % at 3 µM; hit rate 0.088% among 360,000; in the data active = activation above about 19%, passing the limit was not always enough
CHRM4 agonist: CHRM4 agonism in calcium assay | P08173 | hit rate 0.14% among 360,000 | CHO-K1 hM4/Gqi5, Fluo-8 calcium fluorescence; vehicle 0%, full acetylcholine response 100% | activation, % at 3 µM;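 active = activation above the run mean over all test wells plus 3 SD, cut at about 32% in these data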;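 also: peak over basal fluorescence ratio per well then scaled between controls; 0% = DMSO wells and 100% = acetylcholine at EC100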
* marks the source's active call; other numbers are inactive results; nt = not tested or not shown.

Results follow in this order: M1 antag, M4 PAM, CHRM5 PAM, CRFBP-R2 agonist, CHRM5 antagonist, CHRM5 agonist, CHRM4 antagonist, M1 PAM, CHRM4 agonist
CCCNC(=O)C12CCC(C)(c3nc4cc(C)c(C)cc4nc31)C2(C)C (stereo not given)
→ -13, 23*, 25*, -0.9, -3, 13, -26, 9, -1
COc1ccc(-n2ncc3c2CC(C)(C)CC3NC(=O)C2CCN(C(C)=O)CC2)cc1 (stereo not given)
→ -4, 4, -5, 2.5, 7, -4, -33, 2, -1
CCC(C(=O)NC(C)(C)C)N(Cc1ccco1)C(=O)Cn1nnc(-c2ccc(F)cc2)n1 (stereo not given)
→ -8, 1, -8, 1.0, 9, 0, -2, 7, 3
Cc1cc(C)c(NC(=O)CSc2nnc(CN3CCOCC3)n2C)c(C)c1
→ -5, 5, -2, 0.9, 2, -1, -4, 3, 2
O=C(NCc1cccc(F)c1F)C1CCC(=O)N(C2CCCCCC2)C1 (stereo not given)
→ -3, 6, 0, -8.3, 0, -3, -8, 3, 2
O=C(Nc1cc(-c2ccccc2)cs1)c1ccco1
→ -13, 7, 0, -2.3, 3, -5, -10, 10, 1
O=C(c1ccccc1)c1ccccc1C(=O)N1CCCC1
→ -1, 7, 2, 4.3, 11, 0, -5, 6, 0
CCN1CCN(CC(=O)n2c3c(c4ccccc42)CC(C)CC3)CC1 (stereo not given)
→ -8, 0, -2, 1.4, 3, -4, -3, 1, 1
CCCCC1(CC)C(=O)NC(=O)NC1=Nc1ccc(OC)cc1 (stereo not given)
→ 4, 0, 3, -1.1, -1, 0, 11, 12, -1
CC(C)OC(=O)CSc1ncnc2c1cnn2-c1ccccc1
→ 1, 8, -5, 14, 4, 1, 0, 2, 1
CCOC(=O)c1c(NC(=O)COC(=O)c2cccnc2OCC)sc(C(=O)N(CC)CC)c1C
→ -7, 12, -4, -0.2, 2, 2, -9, 4, 1
Clc1ccc(N2CCN(c3nc4nonc4nc3N3CCSCC3)CC2)nc1
→ -4, -5, -7, -2.0, 3, -14, -4, -4, 0
COc1ccc(N(CC(=O)N2CCN(c3ccc(Cl)cc3)CC2)S(=O)(=O)c2c(C)noc2C)cc1
→ 10, -1, 0, 2.3, 2, -4, 8, 0, 1
c1ccc(CCCCN2C(Nc3ccccc3)=NC[C@@H]2Cc2ccccc2)cc1
→ 14, -10, -4, 6.2, 9, -4, 1, -8, 7
Cc1ccc(OCC(=O)Nc2ccccc2F)cc1C
→ -4, 11, 1, 1.0, 12, -3, -8, 6, 5
CCOc1ccc(S(=O)(=O)NCC2CCCO2)c2cccnc12 (stereo not given)
→ -9, -2, -3, 0.3, 6, -3, 3, 3, 0
CCOC(=O)c1ccc(N(C(=O)CNC(=O)c2ccco2)C(C(=O)NCC2CCCO2)c2ccc(OC)c(OC)c2)cc1 (stereo not given)
→ -11, 5, -3, 1.2, 16, 0, 13, 17, 4
CCCCCCNC(=O)O[C@H]1CN(C(=O)OC(C)C)N(C(=O)OC(C)C)[C@@H]2CN(S(=O)(=O)c3ccc(C)cc3)C[C@]12O
→ 3, -3, 0, 0.4, -6, 2, -26, -1, 6
CN(C)c1nc(SCC#N)nc(N2CCOCC2)n1
→ -7, 6, -5, -0.9, 6, 0, 3, 18, 0
O=c1c2ccccc2n2c(-c3cccc(Cl)c3)nnc2n1Cc1ccccc1
→ -9, 8, -3, -0.4, -2, 1, -6, 7, 3

Next part; the last 2 above are carried over.
Results follow in this order: M1 antag, M4 PAM, CHRM5 PAM, CRFBP-R2 agonist, CHRM5 antagonist, CHRM5 agonist, CHRM4 antagonist, M1 PAM, CHRM4 agonist
CN(C)c1nc(SCC#N)nc(N2CCOCC2)n1
→ -7, 6, -5, -0.9, 6, 0, 3, 18, 0
O=c1c2ccccc2n2c(-c3cccc(Cl)c3)nnc2n1Cc1ccccc1
→ -9, 8, -3, -0.4, -2, 1, -6, 7, 3
CC(=O)Nc1ccc(NC(=O)c2csc([C@@H]3O[C@H](CO)[C@H](O)[C@H](O)[C@H]3O)n2)cc1
→ -6, 5, 0, nt, -3, -1, -10, 5, 0
CCOc1ccc(-c2nnn(CC(=O)c3ccc4c(c3)OCCO4)n2)cc1OCC
→ -3, 2, 0, 6.0, -3, 2, -2, -1, 0
CN1C(C(=O)NCc2ccc(OC(F)(F)F)cc2)CC2Cn3c(nc4cc(Cl)c(Cl)cc43)C21 (stereo not given)
→ -5, -3, -2, 4.1, 12, 5, -12, 1, 6
FC(F)(F)c1nc(N2CCCC2)ncc1-c1nnnn1-c1ccc(Cl)cc1
→ 3, -11, -9, 1.3, 11, -1, -8, 0, 1
Cc1ccc(Cn2c(C(=O)NCCCN3CCOCC3)cc3sccc32)cc1
→ 2, 0, 0, -1.4, 1, -1, -3, -7, 4
COc1ccc(NC(=S)N(CCCN2CCCCCC2)Cc2cccs2)cc1
→ -9, 9, 3, -1.9, -1, -3, -12, 6, 1
O=S(=O)(NC1=NCCCCC1)c1ccc(Cl)cc1Cl
→ -11, 6, 4, -1.1, 2, -1, 0, 10, 1
CN(C(=O)/C=C/c1ccc(F)cc1)C1CCCCC1
→ -9, -4, -3, -0.9, 11, -6, 5, 6, -1
Cc1ccc(-c2ccc(CN3C(C)C(=O)N(Cc4cn(CCC5OCCO5)nn4)CCS3(=O)=O)cc2)cc1 (stereo not given)
→ -11, 1, -4, -0.2, 14, -1, -8, 3, 8
COc1ccc(NC(=O)CN(c2ccc(OC)cc2)S(=O)(=O)c2c(C)nn(C)c2C)cc1
→ -11, 7, 8, -3.1, -4, -6, -3, 11, 3
Cc1cc(SCNC(=O)c2ccccc2)nc(C(C)C)n1
→ -8, 4, 4, -0.3, 2, -1, -7, 7, 1
Cc1ccccc1-n1c(SCc2c(C)noc2C)nnc1-c1cccnc1
→ 4, -8, -4, 19, 6, -5, 15, -5, 1
CCOc1ccccc1OCCN1CCC(Cc2ccccc2)CC1
→ 9, -13, -3, -2.4, -2, -2, 5, -9, 2
CCOCCCNC(=S)N1CCC(C(=O)c2ccc3c(c2)OCCO3)CC1
→ -3, -4, -3, -1.4, 10, 1, 0, 4, 1
C=CCn1cccc(C(=O)Nc2ccc(N(C)C)cc2)c1=O
→ 2, -4, -10, 11, 18, -1, 2, 1, 14
CN(C)c1ccc(CN(C(=O)c2cccs2)C2CCS(=O)(=O)C2)cc1 (stereo not given)
→ -11, 10, -5, 0.9, 1, -3, -10, 3, 1
O=C(NCCCN1CCCC1=O)c1cccc(S(=O)(=O)Nc2ccc(Br)cc2)c1
→ -25, 8, 1, 1.6, -2, 2, -12, 9, 2
CN(C)CCNC(C(=O)Nc1cccc(S(=O)(=O)N2CCOCC2)c1)c1ccccc1 (stereo not given)
→ 5, -1, 3, -0.8, -5, -8, 1, -1, 0
O=C1C=C(O)CC(c2cccs2)C1 (stereo not given)
→ -2, 1, 11, 1.9, -8, 5, 6, 4, 0
Cc1ccc(-n2[nH]c(C)c(/C=N/c3cccc(C)n3)c2=O)cc1
→ -17, 14, 1, -1.8, 2, 0, 7, 11, 0

Taken from above:
CHRM5 agonist result of `COc1ccc(NC(=O)CN(c2ccc(OC)cc2)S(=O)(=O)c2c(C)nn(C)c2C)cc1` → -6
CRFBP-R2 agonist result of `CN(C(=O)/C=C/c1ccc(F)cc1)C1CCCCC1` → -0.9
CHRM5 antagonist result of `Cc1cc(SCNC(=O)c2ccccc2)nc(C(C)C)n1` → 2
M1 antag result of `O=S(=O)(NC1=NCCCCC1)c1ccc(Cl)cc1Cl` → -11

Filtered by structure: the entries above containing two or more sulfur atoms.
Results follow in this order: M1 antag, M4 PAM, CHRM5 PAM, CRFBP-R2 agonist, CHRM5 antagonist, CHRM5 agonist, CHRM4 antagonist, M1 PAM, CHRM4 agonist
COc1ccc(NC(=S)N(CCCN2CCCCCC2)Cc2cccs2)cc1
→ -9, 9, 3, -1.9, -1, -3, -12, 6, 1
CN(C)c1ccc(CN(C(=O)c2cccs2)C2CCS(=O)(=O)C2)cc1 (stereo not given)
→ -11, 10, -5, 0.9, 1, -3, -10, 3, 1

(list continues)
Results follow in this order: M1 antag, M4 PAM, CHRM5 PAM, CRFBP-R2 agonist, CHRM5 antagonist, CHRM5 agonist, CHRM4 antagonist, M1 PAM, CHRM4 agonist
Cc1ccc(C(=O)NN2C(=O)C3C4c5ccccc5C(c5ccccc54)C3C2=O)cc1 (stereo not given)
→ -7, -1, -6, -1.8, 6, 0, -1, 7, -1
CCc1nc(SCc2ccccn2)c2c(=O)n(C)c(=O)n(C)c2n1
→ -11, 10, -3, -1.8, 0, 2, -16, 9, 1
O=C(CSc1nnc(-c2cccs2)n1-c1ccccc1)NCc1ccc2c(c1)OCO2
→ -6, -4, 3, 2.3, 3, -7, -1, 6, 1
CC(=O)Nc1cccc(Oc2nc(NC(C)C)nc3cc(-c4ccccc4)sc23)c1
→ -4, -3, -6, nt, 1, -1, -1, 0, 1
c1ccc2c(C(c3nnnn3-c3ccc4c(c3)OCCO4)N3CCOCC3)ccnc2c1 (stereo not given)
→ nt, 4, -2, nt, -4, 1, -1, nt, 1
COc1ccc(Cn2c(CCC(=O)Nc3ccc(C)cc3)nc3cccnc32)cc1
→ -3, 7, -1, -1.0, 0, -11, -4, 2, 1
Cc1cccc(C)c1NC(=O)CCCCCNS(=O)(=O)c1ccccc1
→ -11, 4, -3, -1.0, 1, 2, -4, 10, 3
O=C(O)C1=C[C@H](c2ccc(F)cc2)C[C@H](OCCCCO)O1
→ 6, 15, 5, -2.3, 5, -1, -20, -1, 1
CC(=O)c1cccc(N(CC(=O)Nc2ccc(S(=O)(=O)N3CCCC3)cc2)S(C)(=O)=O)c1
→ 14, -9, 6, -0.9, -9, -5, 5, -2, 1
COc1cc(OC)cc(-c2n[nH]c(=S)n2-c2ccc3c(c2)OCO3)c1
→ 4, -1, -8, -0.6, 7, -2, 6, 2, 0
Cc1cc(C)n(CC(=O)c2ccc(Br)cc2)c(=O)c1C#N
→ -6, -3, -5, -0.5, -7, -1, 3, 3, 4
O=C(CSc1ncnc2c1oc1ccccc12)OCc1ccccc1
→ 8, 0, -8, 4.8, -5, -1, -13, -12, 0
CC(=O)Nc1ccc(-c2csc(NC(=O)CCCc3cccs3)n2)cc1
→ -1, -7, -7, -1.1, 4, 0, 4, 5, 4
COc1ccc(C(CC(=O)c2ccc(C)cc2)C(C#N)C#N)cc1OC (stereo not given)
→ -14, 11, -1, -0.6, 2, 0, -2, 1, 2
Cc1ccccc1NS(=O)(=O)c1cccc(-c2nnc(-c3ccccc3)o2)c1
→ -21, 15, 5, -1.2, -8, -2, -1, 8, 1
